# Bioassay records from PubChem.
# PrPC surface inh: reduces human prion protein on the cell surface | AID 720596 | cell surface PrPC, TR-FRET read-out | inhibition, % at 13.8 µM | 370,000 tested, 0.43% active | P04156; in the data active means inhibition above about 24%; further: 0% = median of the test wells and 100% = reference compound wells
# Vc quorum ag: inducers of Vibrio cholerae quorum light production without autoinducers | activation, % at 18.7 µM | 350,000 tested, 0.16% active | V. cholerae BH1578 lux reporter, luminescence, 6 h; in the data active means activation mostly above about 9.7%, no sharp cut-off; further: not every result past the cut was called active; inactives centre near 0; reference of the scale not given here
# SARS 3CLpro inh: SARS-CoV 3CLpro protease inhibition; 290,000 tested, 0.14% active; inhibition, % at 6 µM; recombinant SARS-CoV 3CLpro, quenched FRET peptide cleavage; P0C6X7; in the data active means inhibition above about 12%
# TcdB inh: TcdB glycohydrolase inhibition; TcdB glycohydrolase enzymatic assay, plate reader; AID 652162; inhibition, % at 9.99 µM; 350,000 tested, 0.24% active; P18177; in the data active means inhibition above about 10%
# MazEF act: MazEF (E. coli) toxin RNase activation | FAM/BHQ RNA-DNA oligo cleavage fluorescence, 5 h | activation, % at 20 µM | P0AE70 | 350,000 tested, 0.32% active; in the data active means activation above about 50%
# Target sequence (P0AE70 whole entry, looked up): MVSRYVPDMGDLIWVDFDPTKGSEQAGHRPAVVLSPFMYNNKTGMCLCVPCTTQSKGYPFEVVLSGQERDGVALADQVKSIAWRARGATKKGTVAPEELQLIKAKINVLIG
# PriA SSB inh: inhibitors of Klebsiella pneumoniae PriA binding to SSB C-terminal tail; AlphaScreen SSBct-PriA binding, biotinylated peptide; inhibition, % at 33 µM; 430,000 tested, 0.6% active; AID 1272365; in the data active means inhibition mostly above about 37%, no sharp cut-off; inactive means mostly below about 20%;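 further: plate controls were negative control peptide for no effect and reference peptide for full effect; strong numbers were not always called active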
# Y pestis TopoI: blocks Yersinia pestis topoisomerase I activity; 360,000 tested, 0.064% active; AID 504884; activity, % at 10 µM; Y. pestis Topo-I cleavage product accumulation, plate reader; in the data active means activity above about 50%, passing the limit was not always enough; further: inactives centre near 2
# VHR inh abs: DUSP3 (human) phosphatase inhibition; P51452; recombinant VHR phosphatase, pNPP absorbance; inhibition, % at 13.3 µM; 290,000 tested, 0.52% active; in the data active means inhibition above about 50%; further: some compounds called inactive have numbers as strong as hits
# Target sequence (P51452 whole entry, looked up): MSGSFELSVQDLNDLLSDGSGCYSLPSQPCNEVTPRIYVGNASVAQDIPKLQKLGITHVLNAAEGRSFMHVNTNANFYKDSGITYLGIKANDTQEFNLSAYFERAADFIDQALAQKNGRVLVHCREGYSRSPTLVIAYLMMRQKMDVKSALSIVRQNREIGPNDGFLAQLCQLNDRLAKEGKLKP
# Rv3671c inh: inhibitors of M. tuberculosis serine protease Rv3671c; 320,000 tested, 0.048% active; inhibition, % at 5.96 µM; P9WHR9; in the data active means inhibition above about 38%;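 further: extracellular domain of Rv3671c used as enzyme; 0% = enzyme with DMSO and 100% = no enzyme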
# Target sequence (P9WHR9 whole entry, looked up, the tested form may be a part): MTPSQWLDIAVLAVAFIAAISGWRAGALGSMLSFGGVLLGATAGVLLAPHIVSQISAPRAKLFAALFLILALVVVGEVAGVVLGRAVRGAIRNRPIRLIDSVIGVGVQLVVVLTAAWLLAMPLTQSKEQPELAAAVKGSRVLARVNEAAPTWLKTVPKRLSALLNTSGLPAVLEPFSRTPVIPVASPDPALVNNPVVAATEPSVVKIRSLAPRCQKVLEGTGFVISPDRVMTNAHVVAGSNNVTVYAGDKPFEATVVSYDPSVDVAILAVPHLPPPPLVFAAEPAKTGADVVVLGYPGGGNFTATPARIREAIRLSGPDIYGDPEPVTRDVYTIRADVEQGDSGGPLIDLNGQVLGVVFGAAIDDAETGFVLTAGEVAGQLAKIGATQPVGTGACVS
# CCHFV vOTU inh: blocks the CCHF virus ovarian tumor domain protease; CCHFV vOTU protease, Pep-AMC fluorescence; inhibition, % at 11.5 µM; 370,000 tested, 0.55% active; AID 651958; in the data active means inhibition above about 30%; further: 0% = vehicle wells with enzyme and 100% = no enzyme wells
# Numbers without * were called inactive; i = inactive; . = no result given. Only part of the results is shown; rates above refer to the full screens.
SMILES,PrPC surface inh,Vc quorum ag,SARS 3CLpro inh,TcdB inh,MazEF act,PriA SSB inh,Y pestis TopoI,VHR inh abs,Rv3671c inh,CCHFV vOTU inh
CCc1nnc(NC(=O)c2oc3ccc(Br)cc3c2C)s1,-6.6,1.0,.,3.2,-4.3,-1.1,0.7,.,3.2,15.3
CCOc1ccc(C(=O)Nc2ccc3c(c2)OCCO3)cc1[N+](=O)[O-],6.0,1.7,-2.5,-8.0,11.7,-15.6,-1.1,7.6,0.8,14.8
COc1cc(OC)nc(NC(=O)NS(=O)(=O)c2ccccc2Cl)n1,7.0,i,2.2,0.9,-4.0,-1.1,1.0,5.4,-4.3,-7.5
Cc1ccc(NC(=O)NC2(C(=O)NCc3ccccc3)CCCCC2)cc1,-2.9,-1.7,-9.0,.,1.5,-5.5,2.7,12.7,-6.8,-14.0
Cn1c(SCC(=O)N2CCCC2)nc2ccccc21,-3.5,0.2,3.3,-0.9,1.8,-10.1,4.9,9.0,-8.2,-2.9
COc1ccc(C(OC(=O)c2ccco2)C(=O)NC2CCCCC2)cc1 (configuration not stated),-1.7,-0.4,3.3,.,7.3,-17.1,-0.1,-4.4,-2.5,-15.0
CCNc1nc(Oc2ccc(C(=O)OC)cc2)nc(N2CCOCC2)n1,1.8,-0.5,-3.3,0.3,-0.8,-5.0,1.4,3.7,2.1,-7.2
CCCCn1c(=O)[nH]c(=O)c2c1nc(CN1C(=O)c3ccccc3S1(=O)=O)n2CCC,12.1,.,1.3,.,-12.8,6.3,12.7,24.0,-4.8,8.9
CC(=O)c1ccc(OCc2cc(C(=O)N3CCN4CCCC4C3)no2)cc1 (configuration not stated),3.3,-1.4,-1.8,1.1,-7.9,6.5,5.9,19.2,4.8,-8.0
COCC(C)n1c(C)cc(C(=O)CSc2nc(C)c(C)c(C)n2)c1C (configuration not stated),2.1,i,-1.4,-0.2,0.8,16.3,27.2,22.6,1.0,10.1
O=C(Nc1ccc2c(c1)CCC2)c1cnc(Cl)c(Cl)c1,-3.1,i,-1.9,0.1,-9.6,-3.2,0.0,29.3,10.2,-0.8
O=c1[nH]c(=S)n(CCC2=CCCCC2)c(O)c1C=NCCCn1ccnc1,-0.3,-0.3,-1.0,.,11.6,10.4,-1.2,45.7,-25.5,1.0
CNC(=O)c1nnsc1S(=O)c1ccc(Cl)cc1 (configuration not stated),10.0,0.4,5.2,-1.9,10.5,2.8,7.1,6.9,.,1.9
COc1ccccc1CNC(=O)COC(=O)CSc1ccc(Cl)cc1,2.9,i,.,0.1,-15.0,-12.4,-4.7,.,3.0,-3.7
CC(C)(C)n1ncc(Oc2ccccc2[N+](=O)[O-])c(Cl)c1=O,7.6,-0.3,-3.8,0.4,7.8,9.5,11.2,1.7,-3.3,9.8
CCN(C(=O)COC(=O)/C(C#N)=C/c1cc(C)n(CCOC)c1C)c1c(N)n(Cc2ccccc2)c(=O)[nH]c1=O,-16.0,-1.8,.,0.2,-11.6,6.5,-2.0,.,.,18.9
O=C(NCc1cccc(Cl)c1)NCc1cccc(Cl)c1,-7.9,-0.2,3.9,.,-5.7,-8.5,0.2,0.1,-2.5,4.6
O=C(CN(C(=O)CNC(=O)c1ccco1)c1ccc2c(c1)OCO2)NC1CCCCC1,-3.8,-1.4,-1.0,.,-5.2,-12.7,-3.7,1.9,-1.2,3.4
COc1ccc(C(=O)NCc2cccnc2)cc1Br,-4.2,-1.9,3.7,.,3.1,-11.1,5.5,28.6,1.5,0.8
CCC(O)c1cc2c(cc1NC(=O)c1ccc(C)cc1)OCCO2 (configuration not stated),-1.3,5.7,1.0,.,-13.0,-0.7,-0.1,-12.2,3.0,-15.1
CCN1C(=O)c2ccc(C(=O)Nc3nccs3)cc2C1=O,-5.0,0.0,0.5,.,-1.8,-4.0,2.7,13.4,-5.2,9.9
CC1CCC(C(C)C)C(OCC(O)CNC(C)c2ccccc2)C1 (configuration not stated),18.1,-0.9,0.0,1.2,0.4,-1.9,6.9,-14.4,0.2,-7.7
CC(C)C[C@@H](CC#N)N1CCN(CCc2ccccc2)CCC1=O,2.7,-0.5,-9.1,0.9,6.4,-22.3,3.0,20.5,-1.9,0.9
CCCn1cc(S(=O)(=O)c2ccc(C)cc2)c(=O)c2cc(OCC)ccc21,15.5,-0.3,-2.0,-3.8,-4.1,3.8,19.6,-25.6,7.6,11.6
O=S1(=O)c2ccccc2N=NN1Cc1ccc(Cl)cc1,3.0,0.4,1.8,.,0.0,1.2,-2.5,4.7,12.7,12.3

# Record cards (already shown):
# Cn1c(SCC(=O)N2CCCC2)nc2ccccc21 across the screens: PrPC surface inh = -3.5; Vc quorum ag = 0.2; SARS 3CLpro inh = 3.3; TcdB inh = -0.9; MazEF act = 1.8; PriA SSB inh = -10.1; Y pestis TopoI = 4.9; VHR inh abs = 9.0; Rv3671c inh = -8.2; CCHFV vOTU inh = -2.9
# O=C(NCc1cccc(Cl)c1)NCc1cccc(Cl)c1 across the screens: PrPC surface inh = -7.9; Vc quorum ag = -0.2; SARS 3CLpro inh = 3.9; TcdB inh = .; MazEF act = -5.7; PriA SSB inh = -8.5; Y pestis TopoI = 0.2; VHR inh abs = 0.1; Rv3671c inh = -2.5; CCHFV vOTU inh = 4.6

# Later entries:
SMILES,PrPC surface inh,Vc quorum ag,SARS 3CLpro inh,TcdB inh,MazEF act,PriA SSB inh,Y pestis TopoI,VHR inh abs,Rv3671c inh,CCHFV vOTU inh
CC1=C(C(=O)OC2CCCCC2)C(c2ccccc2F)NC(=O)N1 (configuration not stated),11.2,-1.9,3.5,-0.4,-3.7,8.8,12.6,6.1,4.6,0.5
OCCc1ccccc1,5.7,.,.,0.3,15.8,-4.9,.,.,-1.1,-2.6
CCc1cc(=O)oc2cc(C)cc(OC(C)C(=O)NCc3cccnc3)c12 (configuration not stated),-8.9,-0.6,-0.2,1.5,10.3,2.0,-1.4,24.6,6.8,-36.8
CC(=O)NCCNc1nc2c(-c3cccc(C(F)(F)F)c3)nnn2c2ccccc12,5.3,i,-0.3,-0.3,-2.4,0.9,-0.9,20.7,2.7,-26.6
CC(C)c1nnc(NC(=O)CCC(=O)N2CCN(Cc3ccc(F)cc3)CC2)s1,0.1,-0.3,5.7,0.1,7.1,5.4,22.2,22.4,-2.0,8.5
COc1ccc(N2C(=O)CCC(C(=O)N3CCCCC3)C2c2ccc(F)cc2)cc1 (configuration not stated),.,i,0.2,.,5.5,-7.1,-9.4,-4.7,-5.2,.
O=C(Nc1cccc(-n2cnnn2)c1)c1ccc(OC(F)(F)F)cc1,-2.8,-0.3,-0.4,2.5,-8.0,-5.9,7.8,16.6,-3.4,12.3
O=C(NNC(=S)Nc1ccc(Cl)cc1)c1ccccc1OC(F)F,3.2,-0.2,-1.1,.,-1.5,5.5,-3.8,5.0,0.0,-3.9
Cc1ccccc1OCCC(=O)NCCc1ccc(S(N)(=O)=O)cc1,-1.3,-0.4,-3.2,.,6.9,-0.9,-3.0,-15.7,-9.6,-7.9
CO/N=C/c1c(-c2ccccc2)nn(C)c1Cl,2.3,-0.6,1.1,0.9,0.1,.,10.1,27.4,2.6,6.5
COc1ccccc1CNC(=O)Cn1nnc(-c2ccncc2)n1,7.6,i,-3.4,.,9.6,-11.8,7.9,27.0,-3.1,10.3
CN1CCN(C(=O)Nc2ccccc2)CC1,-11.8,1.5,0.2,-0.2,-7.7,-9.1,-8.7,0.8,4.0,-2.2
CCc1cccc(CC)c1NC(=S)N1CCn2cccc2C1c1ccncc1 (configuration not stated),-1.9,-0.5,2.0,1.9,0.8,-14.7,-3.6,18.8,2.9,-13.0
O=C(O)c1ccccc1-c1cccc2nncn12,5.7,-0.6,.,-1.0,.,.,4.9,.,.,-1.4
C=CCn1c(=N)n(CC(=O)OC)c2ccccc21,0.5,-0.5,-3.0,.,-8.8,-3.6,-2.6,4.5,-1.2,6.5
CCOc1ccccc1N1CCN(CC(=O)Nc2cc(C)on2)CC1,-6.1,-0.3,4.2,0.9,8.1,-4.4,4.9,28.0,4.3,4.7
CCOc1ccc(S(=O)(=O)N(C)c2ccc(OCC(=O)NCCc3ccc(OC)cc3)cc2)cc1,3.6,i,0.2,1.0,1.2,-3.2,15.5,8.7,5.7,1.9
COc1ccc(S(=O)(=O)N2CCC(CN3C(=O)c4cccc5cccc(c45)C3=O)CC2)cc1,2.6,-0.1,2.6,.,-9.5,-5.7,23.1,-7.2,-10.9,-36.1
COc1cc(CNc2ncnc3c2ncn3[C@H]2CN(Cc3ccco3)C[C@@H](CO)O2)cc(OC)c1OC,0.8,3.3,.,0.9,.,.,1.4,.,.,-4.4
CCn1c(SCC(=O)NC2CC2)nnc1-c1ccccn1,2.3,-1.7,-1.7,0.6,-0.2,5.3,-5.3,2.5,-10.4,-3.9
CC(C(=O)NCCc1ccc(S(N)(=O)=O)cc1)N1C(=O)CC(C)(C)Sc2ccccc21 (configuration not stated),6.8,-6.2,-2.5,0.5,3.6,-7.0,12.0,2.1,-3.2,-12.8
Cc1ccc(N2CC(C(=O)NCCCn3ccnc3)CC2=O)cc1 (configuration not stated),8.3,i,3.9,.,-8.3,-6.0,5.4,17.5,-2.7,18.0
CCCn1c(SCC(=O)NC2CCCC2)nnc1-c1cccnc1,7.2,-0.3,-0.7,0.8,1.6,-3.2,-8.8,11.8,-5.9,-1.9
Cc1ccc(-c2csc(/C(C#N)=C/Nc3ccccc3SC(F)(F)F)n2)cc1,-1.5,-0.5,1.0,1.1,-10.3,-8.6,-3.9,12.6,1.9,2.3
COc1ccc(C(CC(=O)O)NC(=O)C(c2ccccc2)c2ccccc2)cc1 (configuration not stated),-4.9,-0.8,-3.1,-1.8,8.4,-7.4,10.0,-15.2,5.5,-5.2
SMILES,PrPC surface inh,Vc quorum ag,SARS 3CLpro inh,TcdB inh,MazEF act,PriA SSB inh,Y pestis TopoI,VHR inh abs,Rv3671c inh,CCHFV vOTU inh
Cc1cc(NS(=O)(=O)c2ccc(NC(=S)NC(=O)c3ccc(C(C)(C)C)cc3)cc2)no1,-4.9,-0.1,-0.7,2.5,4.9,1.1,7.7,15.3,-3.2,-4.1
COc1cc2cc(CN(Cc3cccnc3)C(=O)Nc3ccccc3F)c(=O)[nH]c2cc1OC,-2.1,0.4,-2.1,0.9,4.7,-1.4,8.7,15.8,1.2,0.2
CC1=C(C(=O)N2CCOCC2)CC(CC(=O)NCc2ccco2)C(=O)N1Cc1ccccc1 (configuration not stated),6.7,0.3,.,1.1,0.3,.,-7.0,.,.,3.6
CC(C)OC(=O)CNc1n[nH]c(=S)[nH]c1=O,3.5,.,-0.6,-0.3,10.1,-8.2,3.3,7.8,.,-3.7
CCOCC(=O)Nc1ccc(OCc2ccccc2)cc1,1.4,i,-5.0,0.0,7.3,-9.5,9.3,36.1,-2.4,-19.8
Nc1ccc(Sc2ccc(N)cc2)cc1,6.4,-1.0,.,13.4*,6.1,6.9,-6.4,.,.,11.1
CCOC(=O)c1cnc2ccc(Br)cc2c1NCCCN1CCOCC1,7.3,-1.0,4.5,2.5,5.1,-11.9,13.1,4.4,-0.4,7.0
C=CCn1c(Cc2cccs2)nnc1SCC(=O)Nc1ccc(OC)cc1,9.0,i,-0.9,.,4.7,-13.6,12.7,29.0,-17.1,-1.5
Cc1cc(NC(=O)CSc2n[nH]c(-c3ccc(Cl)cc3Cl)n2)no1,-8.0,i,.,3.0,-2.9,-5.0,0.6,.,-21.0,-6.0
OCCN1CCN(c2ncnc3c2ncn3[C@H]2CN(Cc3ccc(F)cc3)C[C@@H](CO)O2)CC1,-7.3,i,.,0.9,.,.,2.6,.,.,13.3
O=C(CN1CCN(CC(=O)c2ccc(Cl)cc2)CC1)c1ccc(Cl)cc1,-8.3,-5.9,.,0.5,-0.2,-7.3,-9.8,.,.,5.3
O=C(Nc1nccs1)C(NS(=O)(=O)c1ccc(Br)s1)c1ccccc1 (configuration not stated),-1.7,25.0*,-3.1,.,5.9,-12.0,-9.1,5.0,-5.5,7.3

# Quoted at random: 2 records from the list, in no set order.
SMILES,PrPC surface inh,Vc quorum ag,SARS 3CLpro inh,TcdB inh,MazEF act,PriA SSB inh,Y pestis TopoI,VHR inh abs,Rv3671c inh,CCHFV vOTU inh
COc1cc2cc(CN(Cc3cccnc3)C(=O)Nc3ccccc3F)c(=O)[nH]c2cc1OC,-2.1,0.4,-2.1,0.9,4.7,-1.4,8.7,15.8,1.2,0.2
CC(C)OC(=O)CNc1n[nH]c(=S)[nH]c1=O,3.5,.,-0.6,-0.3,10.1,-8.2,3.3,7.8,.,-3.7
